Source: PubChem (National Center for Advancing Translational Sciences (NCATS))
BRCA1 expr act: qHTS Assay to Identify Small Molecule Activators of BRCA1 Expression. actives 1.1% (n = 380,000). Potency, µM (top dose mostly 46.1 µM), without a hit: top-dose activation, actives largely listed as activators. MCF7-BRCA1-FFLuc reporter, luminescence, 48 h; response scale: scaled: vehicle 0%, 10 µM genistein 100%; further: potency means the concentration at half of the fitted maximal effect; nearly all actives have a fitted effect of over 80% in size; some results filed as inactive show a strong effect at the top dose
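Compounds are tested at multiple concentrations on MCF7 BRCA1-luciferase reporter cells seeded at 2000 per well; after 48 h, a single luminescence end-point is taken and curves fitted to the normalized data.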
RORg inh: qHTS for inhibitors of ROR gamma transcriptional activity; AID 2551, 2010; Drosophila S2 Gal4-RORgamma UAS-luciferase reporter, 20 h; Potency, µM (titrated, usually from 53.6 µM), inactives show top-dose activity change, negative = inhibition, usual class: inhibitors; actives 5.4% (n = 310,000); Nuclear receptor ROR-gamma (Mus musculus), P51450; further: potency means the concentration at half of the fitted maximal effect; on the % scale 0 is the no-effect control and ±100 the full control effect; nearly all actives have a fitted effect of over 60% in size
Target sequence (P51450 whole entry, looked up, the tested form may be a part): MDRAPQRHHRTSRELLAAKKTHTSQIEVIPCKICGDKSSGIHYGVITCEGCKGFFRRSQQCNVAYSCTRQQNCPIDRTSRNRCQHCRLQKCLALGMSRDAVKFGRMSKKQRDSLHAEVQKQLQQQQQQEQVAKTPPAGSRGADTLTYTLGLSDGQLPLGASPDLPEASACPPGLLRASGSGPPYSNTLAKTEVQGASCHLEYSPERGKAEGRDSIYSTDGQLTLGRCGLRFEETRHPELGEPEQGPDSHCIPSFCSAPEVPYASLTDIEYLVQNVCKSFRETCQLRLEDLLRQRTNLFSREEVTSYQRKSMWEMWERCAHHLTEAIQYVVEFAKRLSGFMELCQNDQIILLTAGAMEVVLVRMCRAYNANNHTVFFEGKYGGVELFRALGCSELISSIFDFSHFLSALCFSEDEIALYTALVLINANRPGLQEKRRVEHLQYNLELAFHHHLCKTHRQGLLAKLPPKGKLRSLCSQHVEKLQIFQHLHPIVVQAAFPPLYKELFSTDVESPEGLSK
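Stable Schneider cell line, Gal4 DNA-binding domain fused to ROR gamma, UAS-luciferase. Cmpd 1 hr RT → CuSO4 700 uM final → 20 hr RT → luciferase reagent 10 min → luminescence.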
Menin MLL FP TR: qHTS Assay for Inhibitors Targeting the Menin-MLL Interaction in MLL Related Leukemias: Competition With Texas Red Labeled MLL-derived Mutant Peptide; Potency, µM (doses to about 61.6 µM), for inactives: top-dose FP activity change, negative = inhibition, hits mostly inhibitors; Menin + Texas Red MLL mutant peptide, fluorescence polarization; actives 0.23% (n = 270,000); AID 1768, 2009; O00255; active means well fitted inhibition curve with a large enough effect in the polarisation, with a control signal flat, not every such curve was filed as active; inconclusive means small, poorly fitted or top-dose-only effect, or effect the other way, or a change in a side signal; inactive means no such curve, though single readings can be large or run the other way; the % refers to the polarisation; further: potency means the concentration at half of the fitted maximal effect; % of control where 0% means no effect; many of its hits are not listed in these tables
FLuc counter: qHTS profiling assay for firefly luciferase inhibitor/activator using purifed enzyme and Km concentrations of substrates (counterscreen for miR-21 project); purified FLuc, Km substrates, luminescence inhibition; AID 588342, 2011; actives 6.9% (n = 360,000); Luciferin 4-monooxygenase (Photinus pyralis), P08659; Potency, µM (highest dose often 57.5 µM), without a hit: at the top dose activity change, negative = inhibition, most hits filed as inhibitors;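 further: potency means the concentration at half of the fitted maximal effect; plate controls were vehicle for no effect and reference inhibitor for full effect; nearly all actives have a fitted effect of over 55% in size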
Target sequence (P08659 whole entry, looked up): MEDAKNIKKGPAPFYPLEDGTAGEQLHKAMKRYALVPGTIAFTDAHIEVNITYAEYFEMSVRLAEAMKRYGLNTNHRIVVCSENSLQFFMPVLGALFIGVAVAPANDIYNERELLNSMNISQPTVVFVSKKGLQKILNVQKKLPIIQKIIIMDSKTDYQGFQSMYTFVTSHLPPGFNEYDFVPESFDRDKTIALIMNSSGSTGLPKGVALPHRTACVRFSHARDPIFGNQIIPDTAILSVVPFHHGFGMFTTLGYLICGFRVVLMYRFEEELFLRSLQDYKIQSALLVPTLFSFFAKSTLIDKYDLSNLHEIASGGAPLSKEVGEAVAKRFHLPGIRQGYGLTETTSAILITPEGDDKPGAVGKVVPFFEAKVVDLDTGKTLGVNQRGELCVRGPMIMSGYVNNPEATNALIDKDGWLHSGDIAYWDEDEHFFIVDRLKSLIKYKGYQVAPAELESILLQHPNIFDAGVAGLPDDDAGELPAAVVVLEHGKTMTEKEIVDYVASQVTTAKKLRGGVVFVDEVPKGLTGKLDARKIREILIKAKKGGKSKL
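Purified P. pyralis luciferase (10nM final) with 10uM D-luciferin and 10uM ATP (Km levels) in 50mM Tris acetate pH 7.5, 10mM Mg acetate, 0.01% Tween-20, 0.05% BSA; qHTS 6-point titration, ~60 µM downward; luminescence read.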
Giardia kill: Small Molecules that selectively kill Giardia lamblia: qHTS. AID 540267, 2011. Giardia lamblia trophozoite viability. actives 0.15% (n = 340,000). activity change, % at 7.66 µM, hits read low; in the data active means activity change below about -80%; inconclusive means between about -30% and that limit;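 further: parasites exposed to compound for two days anaerobically before the ATP read; on the % scale 0 is the no-effect control and ±100 the full control effect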
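Trophozoite viability was measured as ATP-dependent luminescence, read 15-30 min after reagent addition. Before that, parasites at 100 cells/well were exposed to compounds for 48 h, anaerobically, at 37 deg C.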
VP16 counter: VP16 counterscreen qHTS for inhibitors of ROR gamma transcriptional activity; Drosophila S2 Gal4-VP16 UAS-luciferase, luminescence, 20 h; Potency, µM (doses to about 53.6 µM), for inactives: at the highest dose activity, negative = inhibition, most hits filed as inhibitors; actives 3.5% (n = 310,000);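 further: Gal4-VP16 expression switched on by copper sulfate through the metallothionein promoter; potency means the concentration at half of the fitted maximal effect; on the % scale 0 is the no-effect control and ±100 the full control effect; nearly all actives have a fitted effect of over 50% in size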
p53 reactivation: qHTS assay for re-activators of p53 using a Luc reporter; Potency, µM (series often up to 92.2 µM), for the others: at the highest dose activity change, positive = activation, hits mostly activators; actives 0.063% (n = 320,000); H1299 p53-A138V BP100-luciferase reporter, luminescence, 24 h; further: potency means the concentration at half of the fitted maximal effect; % of control where 0% means no effect; nearly all actives have a fitted effect of over 45% in size
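p53-null H1299 cells stably carrying temperature-sensitive p53-A138V and a BP100-luciferase reporter were pinned with compounds (4-point, 1:5 series) and held 24 hrs at 37 deg C. Luminescence was read 10 min after detection reagent.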
NPC1 prom act: qHTS Assay for NPC1 Promoter Activators; Huh7 NPC1 promoter luciferase reporter, 24 h; AID 485313, 2010; actives 2.4% (n = 320,000); Potency, µM (top dose mostly 9.22 µM), inactives show at the highest dose activation, hits mostly activators;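 further: potency means the concentration at half of the fitted maximal effect; % of control where 0% means no effect; nearly all actives have a fitted effect of over 60% in size; reporter is driven by a mutant NPC1 promoter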
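Compounds in DMSO were transferred onto Huh7 NPC1-luciferase reporter cells pre-incubated 2 h; after 24 h at 37 °C, Amplite reagent was dispensed and luminescence recorded 10 min later.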
Rab9 promoter act: qHTS Assay for Rab9 Promoter Activators; Huh7 Rab9 promoter-luciferase reporter, luminescence, 24 h; Potency, µM (doses to about 9.22 µM), inactives show at the highest dose activation, negative = inhibition, actives largely listed as activators; AID 485297, 2010; actives 2.8% (n = 320,000); further: potency means the concentration at half of the fitted maximal effect; % of control where 0% means no effect; nearly all actives have a fitted effect of over 60% in size
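Huh7 cells stably carrying a Rab9 promoter-luciferase reporter, 1500 cells per well in OP-MEM I with 10% FBS, treated with compound 24 hours at 37C. Luciferase activity read by luminescence after 10 minutes with Amplite reagent.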
ELG1 genotoxic: qHTS screen for small molecules that induce genotoxicity in human embryonic kidney (HEK293T) cells expressing luciferase-tagged ELG1 | actives 1.3% (n = 330,000) | HEK293T ELG1-luciferase reporter, luminescence, 16 h | Potency, µM (highest dose often 46 µM), for the others: top-dose activity change, positive = activation, hits mostly activators | AID 504466, 2011; further: potency means the concentration at half of the fitted maximal effect; % of control where 0% means no effect; nearly all actives have a fitted effect of over 60% in size
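HEK293T cells expressing luciferase-tagged ELG1 were treated with compound or DMSO for 16 hr at 37°C. Luciferase activity was then read after 30 min with ONE-Glo at room temperature; rising signal flags genetic stress.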
PKM2 act: qHTS Assay for Activators of Human Muscle isoform 2 Pyruvate Kinase; actives 0.34% (n = 260,000); Pyruvate kinase PKM (Homo sapiens), P14618; AID 1631, 2009; purified PKM2, Kinase-Glo ATP luminescence, activation; response scale: 0% is enzyme alone, no compound; Potency, µM (highest dose often 57.5 µM), without a hit: at the top dose activation, most hits filed as activators; further: potency means the concentration at half of the fitted maximal effect; on the % scale 0 is the no-effect control and ±100 the full control effect; nearly all actives have a fitted effect of over 55% in size
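ATP formation by purified human PK-M2, quantified via coupled luciferase luminescence after 1 h at room temperature with 0.1 mM ADP and 0.5 mM PEP final.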
* = called active by the depositor; ? = inconclusive; · = no result given; [ ] = remark or other dose. Unless noted, the call rests on the fitted dose curve; in most records, active means well fitted curve in the direction sought with a large enough effect; inconclusive means small, poorly fitted or top-dose-only effect, or another doubt; inactive means no such curve, though single readings can be large; an effect the other way counts as inactive or inconclusive. An excerpt; the hit share may differ from the screen's.

compound	Menin MLL FP TR	PKM2 act	FLuc counter	ELG1 genotoxic	Giardia kill	Rab9 promoter act	BRCA1 expr act	NPC1 prom act	p53 reactivation	RORg inh	VP16 counter
CC(C)(C)CC(=O)Nc1cc(S(=O)(=O)N2CCOCC2)ccc1N1CCCC1	·	13%	1%	-3%	17	-4%	-8%	-2%	-3%	17%	7%
Nc1nc(SCc2ccc(Cl)cc2)[nH]c(=O)c1-c1ccccc1	?	-4%	-2%	0%	10	-4%	47%	-1%	8%	?	-7%
O=C1C(Nc2cccc(O)c2)=C(N2CCCCC2)C(=O)c2ccccc21	?	1%	?	-15%	9	-36%[inhibitor]	-84%	-24%	-5%	-37%	?
O=C(NCCN1C(=O)S/C(=C\c2ccccc2)C1=O)c1cc(S(=O)(=O)N2CCOCC2)c(Cl)cc1Cl	8%	-1%	1%	-3%	-5	-3%	-61%	0%	-9%	14%	-6%
CCOc1ccc2[nH]c(=O)c(CN(Cc3cccnc3)C(=O)Nc3ccccc3OC)cc2c1	-1%	1%	17µM*	1%	-5	-4%	-15%	-1%	-5%	24%	3%
O=C(N/N=C/c1ccsc1)c1ccc2c(c1)OCO2	·	·	3.4µM*	?	8	2.8µM*	?	3.5µM*	?	·	·
Cc1ccc(NC(=O)C2CCN(S(=O)(=O)c3cccc4nonc34)CC2)nc1	1%	1%	-1%	-13%	26	5%	-11%	-1%	-1%	28%	6%
CCN(CC)CC(=O)Nc1c(C#N)cnn1-c1ccccc1	·	-8%	0%	0%	12	0%	0%	0%	-2%	-1%	7%
O=C(c1cccs1)N(Cc1cccc(F)c1)C1CCS(=O)(=O)C1 (configuration not stated)	·	·	0%	2%	-18	0%	3%	-7%	1%	13%	12%
Cc1nnc(NC(=O)CSc2nnc(NC(=O)C(C)(C)C)s2)s1	18%	1%	5%	4%	-22	-5%	2%	0%	-7%	0%	1%
O=C1CSC(=Nc2ccc(Cl)cc2)N1Cc1cccnc1	·	1%	3%	-1%	3	0%	-11%	2%	-3%	17%	-3%
O=C(NC(=S)N1CCN(c2ccc([N+](=O)[O-])cc2)CC1)c1ccco1	8%	-2%	?	-7%	-21	-7%	5%	0%	-2%	0.71µM*	1.4µM*
O/N=C1\CCSc2ccc(F)cc21	·	9%	-2%	1%	-19	-1%	15%	5%	-3%	6%	2%
Fc1ccccc1Cc1nnc2n1N=C(c1ccc(Cl)cc1)CS2	-4%	-4%	-2%	-1%	4	1%	-11%	1%	1%	-11%	0%
COc1ccc(Cl)cc1S(=O)(=O)NCCCn1ccnc1	-11%	14%	2%	3%	2	-4%	3%	-4%	6%	-29%[1.91 µM]	0%
O=C(NCCCN1CCOCC1)C1CCCN(S(=O)(=O)N2CCCCC2)C1 (configuration not stated)	4%	·	0%	-3%[9.26 µM]	19	-1%	8%	-2%	-2%	-11%	4%
CCn1cc(/C=C(\NC(=O)c2ccccc2F)C(=O)NCCCn2ccnc2)c2ccccc21	-7%	·	-2%	-7%	-3	-4%	-30%	-3%	-8%	2%	5%
CCC1CCCCN1CCCNC(=O)CSc1nc2nc(C)c(Cc3ccc(C)cc3)c(C)n2n1 (configuration not stated)	?	-9%	2%	0%	-7	5%	-23%	2%	2%	-16%	-5%
CC(=O)c1ccc(S(=O)(=O)Nc2c(C)nn(C)c2C)cc1	·	·	0%	-5%	-23	0%	-11%	5%	4%	·	·
Cc1coc2cc3oc(=O)c(CCC(=O)NCCCN4CCOCC4)c(C)c3cc12	-5%	1%	3%	6%	-9	-2%	4%	3%	·	-12%	-1%
O=C(/C=C/c1ccccc1[N+](=O)[O-])NCCc1ccc(F)cc1	25%	?	-14%	-4%	20	-3%	50%	12%	0%	?	2%
CSc1ccccc1C(=O)N1CCC(n2nccc2NC(=O)C(C)(C)C)CC1	-7%	-1%	-2%	11%	-12	7%	-6%	-1%	8%	-1%	-8%
COc1cc2cc(NC(C)=O)cc(NCc3ccccc3)c2cc1OC	?	5%	-15%	9%	0	17%	8%	-1%	·	?	2%
CC(C)c1cc(C(=O)N/N=C/c2cccnc2)n[nH]1	0%	-8%	-28%	-1%	-5	11%	-24%	8%	-6%	31%	4%

The list goes on, starting with the last five of the part before.
compound	Menin MLL FP TR	PKM2 act	FLuc counter	ELG1 genotoxic	Giardia kill	Rab9 promoter act	BRCA1 expr act	NPC1 prom act	p53 reactivation	RORg inh	VP16 counter
Cc1coc2cc3oc(=O)c(CCC(=O)NCCCN4CCOCC4)c(C)c3cc12	-5%	1%	3%	6%	-9	-2%	4%	3%	·	-12%	-1%
O=C(/C=C/c1ccccc1[N+](=O)[O-])NCCc1ccc(F)cc1	25%	?	-14%	-4%	20	-3%	50%	12%	0%	?	2%
CSc1ccccc1C(=O)N1CCC(n2nccc2NC(=O)C(C)(C)C)CC1	-7%	-1%	-2%	11%	-12	7%	-6%	-1%	8%	-1%	-8%
COc1cc2cc(NC(C)=O)cc(NCc3ccccc3)c2cc1OC	?	5%	-15%	9%	0	17%	8%	-1%	·	?	2%
CC(C)c1cc(C(=O)N/N=C/c2cccnc2)n[nH]1	0%	-8%	-28%	-1%	-5	11%	-24%	8%	-6%	31%	4%
CCOCCCNC(=O)CN1C(=O)c2cccc3cccc1c23	2%	-3%[11.5 µM]	0%	0%	-5	9%	24%	1%	-12%	-40%	5%
O=C(NC(=S)Nc1cccc2c(O)cccc12)c1cccc(Br)c1	?	-2%	-10%	-2%	-2	-1%	-31%	25%	2%	11µM*	?
Cc1ccc(-c2cc(C(F)(F)F)n3nc(C(=O)N4CCN5CCCC5C4)cc3n2)cc1 (configuration not stated)	-17%	-5%	0%	-21%	4	3%	-4%	0%	-6%	1%	-16%
O=C(O)CC(CC(=O)Nc1ccc(F)c(Cl)c1)c1ccc(Cl)cc1Cl (configuration not stated)	·	-3%	-2%	0%	3	0%	-23%	0%	0%	10%	-10%
CCOCc1cnc(C)nc1NCC(=O)c1c(C)[nH]c2ccc(OC)cc12	-10%	2%	5%	-1%	-6	0%	-33%	-1%	-3%	28%	1%
COc1ccc(S(=O)(=O)N2CCCCC2)cc1NC(=O)c1ccc(Cl)nc1	·	·	6%	-3%	-18	-5%	1%	-3%	-6%	·	·
CC(C)(C)C(=O)N1CCN(c2ccc([N+](=O)[O-])c(NCC3CCCO3)c2)CC1 (configuration not stated)	-17%	-12%	7%	-3%	1	1%	-5%	-5%	7%	44%	-2%
CCOC(=O)CC(=O)CSc1ncnc2c1cnn2-c1ccccc1	12%	6%	24µM*	?	0	?	6.3µM*	?	25%	?	-21%
CC(=O)c1cccc(NC(=S)NNC(=O)c2ccco2)c1	-7%	0%	?	13%	-11	0%	3%	-1%	2%	-26%	1%
O=C(NCc1ccncc1)C(=O)NCC(c1ccco1)N1CCN(c2ccc(F)cc2)CC1 (configuration not stated)	11%	-5%	-1%	-1%	15	0%	-23%	-12%	-1%	5%	-29%
C=CCn1c(C(O)c2ccccc2)nc2ccccc21 (configuration not stated)	-14%	2%	?	2%	4	3%	-5%	3%	0%	1%	6%
COc1cc(/C=N/NC(=O)c2ccncc2)ccc1OC(=O)c1ccco1	·	·	-12%	-1%	1	0%	-18%	2%	2%	-10%	-4%
CC1CN(Cc2cc(=O)[nH]c(C(C)C)n2)CC(C)O1 (configuration not stated)	15%	0%	-1%	-2%	1	-7%	5%	0%	-3%	11%	-9%
CC(=O)N1CCN(c2ccc(Oc3ncnc4sccc34)cc2)CC1	2%	0%	2%	-23%	4	3%	-38%	0%	-2%	14%	5%
